Screening results as filed in PubChem.
Yeast eIF2B: eIF2B (yeast) activity modulation; S. cerevisiae eIF2B-epsilon R284H, GCN4-lacZ luminescence; 27,000 tested, 0.91% active; inhibition, % at 25 µM (by protocol); AID 688;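 active = mutant luminescence inhibited past about 50% while wild type luminescence and mutant growth stay under set limits, limit read from the data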; also: some compounds called inactive have numbers as strong as hits
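Material: yeast eIF2B-epsilon R284H mutant carrying GCN4–beta-galactosidase fusion. Medium: YPD yeast growth medium. Incubation: 16 h growth with compound at 30 °C, 90 min Beta-Glo step. Signal: Beta-Glo luminescence plus absorbance at 595 nm. Evaluation: % inhibition of reporter signal and growth versus controls. Doses: 25 µM single dose.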
Yeast growth tox: Inhibits yeast growth, turbidity readout; S. cerevisiae wild-type growth, A595 turbidity, 16 h; growth inhibition, % at 25 µM (by protocol); 30,000 tested, 0.3% active;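 active = mutant and wild-type yeast strains alike exhibit over 30% growth inhibition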;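 also: 0% = untreated cell controls and 100% = YPD media blanks without cells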
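Test system: Wild-type and eIF2Bepsilon-R284H mutant S. cerevisiae, screened separately | Dosing: Single 25 µM compound dose in 0.2% DMSO | Schedule: 16 h compound exposure during growth at 30 °C | Detection: A595 turbidity | Evaluation: Growth inhibition (%) versus cell controls and blanks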
Yeast growth tox inhibition %: also measured in Yeast growth tox; calls as there; growth inhibition, %; S. cerevisiae eIF2Bepsilon-R284H mutant growth, A595 turbidity, 16 h;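 each compound tested once at 25 µM; 0% equals untreated cells and 100% equals cell-free medium blanks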
Yeast eIF2B mutant toxicity: also measured in Yeast eIF2B; calls as there; growth inhibition, %; measured here: mutant yeast growth, toxicity;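 each compound tested once at 25 µM; zero equals untreated control growth and 100 equals blank medium absorbance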
The depositor's hits bear a star; x = not tested or not shown. Some of the compounds tested; rates above refer to the full screens.

SMILES	Yeast eIF2B	Yeast eIF2B mutant toxicity	Yeast growth tox	Yeast growth tox inhibition %
O=C(c1cccn2c(=O)c3ccccc3nc12)N1CCN(c2ccccn2)CC1	15	10	8	10
CCc1ccc2nc(N3CCN(C)CC3)c(C#N)cc2c1	19	-5	5	-5
O=C(Cn1cnc2ccccc21)NC(c1ccccc1)c1ccccc1	12	-32	-38	-32
CC(C)c1nnc(NC(=O)CCC(=O)Nc2ccc(F)cc2)s1	17	-9	10	-9
CCCC1(C)Nc2ccccc2-c2nc3ccccc3n21 (stereo unspecified)	-27	-9	-10	-9
OC(COCc1cccs1)CN1CCN(c2ccccn2)CC1 (stereo unspecified)	20	x	x	x
CC(C)Oc1ccc(C(=O)NC2(C(F)(F)F)N=C3SCCN3C2=O)cc1 (stereo unspecified)	16	-5	17	-5
COc1ccc(NC(C)=O)cc1NC(=O)CSc1nnc(-c2ccccc2)n1N	11	-20	-2	-20
CCCCn1c(SCc2cc(=O)n3ccsc3n2)nc2cc(C(=O)OC)ccc2c1=O	x	x	-5	3
CCOc1ccc(/C=N/n2c(SC)nnc(C(C)(C)C)c2=O)cc1	13	-19	-2	-19
CC1CN(CC(=O)N2CCc3[nH]c4ccccc4c3C2)CC(C)O1 (stereo unspecified)	32	x	x	x
CC1Cc2ccccc2N1C(=O)CSc1nc2c(c(=O)n(C)c(=O)n2C)n1Cc1ccc(F)cc1 (stereo unspecified)	13	-19	-26	-19

Brought forward from above: 4 compounds, followed by the next part.
SMILES	Yeast eIF2B	Yeast eIF2B mutant toxicity	Yeast growth tox	Yeast growth tox inhibition %
CCCCn1c(SCc2cc(=O)n3ccsc3n2)nc2cc(C(=O)OC)ccc2c1=O	x	x	-5	3
CCOc1ccc(/C=N/n2c(SC)nnc(C(C)(C)C)c2=O)cc1	13	-19	-2	-19
CC1CN(CC(=O)N2CCc3[nH]c4ccccc4c3C2)CC(C)O1 (stereo unspecified)	32	x	x	x
CC1Cc2ccccc2N1C(=O)CSc1nc2c(c(=O)n(C)c(=O)n2C)n1Cc1ccc(F)cc1 (stereo unspecified)	13	-19	-26	-19
O=C(NC12CC3CC(CC(C3)C1)C2)N1CCN(c2nc(-c3ccccc3)cs2)CC1	16	-29	-8	-29
Cc1ccc(CN2C3=NC(=O)CN3c3ccccc32)cc1	18	6	7	6
Cc1ccc2nc(C3CCN(C(=O)NCc4ccccc4)CC3)[nH]c2c1	20	-5	19	-5
Cn1cccc1C1Nc2ccccc2NC2=C1C(=O)CC(C)(C)C2 (stereo unspecified)	5	10	22	10
CCOc1cc(-c2nn3cnnc3s2)cc(OCC)c1OCC	-6	5	9	5
CC1(C)Cc2c(C#N)c(OCC(=O)c3ccccc3)nc(-c3ccoc3)c2CO1	-7	x	x	x
Cc1nc2c(C(=O)NCc3ccc(F)cc3)c[nH]n2c(=O)c1Cl	30	x	10	0
COc1ccccc1N(CC(=O)NCc1ccccc1)C(=O)CCC(=O)Nc1ccccn1	-6	-5	1	-5
Clc1ccc(-c2noc(CCCOc3ccccc3)n2)cc1	28	-11	-54	-11
CCCSc1nnc2n(N)c(=O)c3ccccc3n12	7	-10	6	-10
CCNC(=O)c1c(C)nc2ccccn12	9	-12	-1	-12
O=C(NC(Nc1ncccn1)C(=O)c1ccccc1)c1ccccc1 (stereo unspecified)	18	4	13	4

In a second layout: results already given.
SMILES,Yeast eIF2B,Yeast eIF2B mutant toxicity,Yeast growth tox,Yeast growth tox inhibition %
Cc1ccc(CN2C3=NC(=O)CN3c3ccccc32)cc1,18,6,7,6
Cc1ccc2nc(C3CCN(C(=O)NCc4ccccc4)CC3)[nH]c2c1,20,-5,19,-5

In a second layout: entries from further up
SMILES: COc1ccccc1N(CC(=O)NCc1ccccc1)C(=O)CCC(=O)Nc1ccccn1
- Yeast eIF2B: -6
- Yeast eIF2B mutant toxicity: -5
- Yeast growth tox: 1
- Yeast growth tox inhibition %: -5
SMILES: Clc1ccc(-c2noc(CCCOc3ccccc3)n2)cc1
- Yeast eIF2B: 28
- Yeast eIF2B mutant toxicity: -11
- Yeast growth tox: -54
- Yeast growth tox inhibition %: -11
SMILES: CCCSc1nnc2n(N)c(=O)c3ccccc3n12
- Yeast eIF2B: 7
- Yeast eIF2B mutant toxicity: -10
- Yeast growth tox: 6
- Yeast growth tox inhibition %: -10

Continued:
SMILES	Yeast eIF2B	Yeast eIF2B mutant toxicity	Yeast growth tox	Yeast growth tox inhibition %
CCC(=O)Nc1ccc(C(=O)CSc2nnc(-c3cccnc3)o2)cc1	18	11	6	11
CCc1n[nH]c(=S)n1/N=C/c1ccc2c(c1)OCO2	x	x	19	20
CN1CCN(C(=O)CN(c2cc(C(F)(F)F)ccc2Cl)S(C)(=O)=O)CC1	13	19	13	19
CCOC(=O)C1=C(N)n2c(s/c(=C\c3cccnc3)c2=O)=C(C(=O)OC)C1c1cccnc1 (stereo unspecified)	-3	-39	-60	-39
COc1ccc2cc3cc(C(=O)Nc4cc(OC)c(OC)c(OC)c4)oc3nc2c1	x	x	-33	-2
Cc1c(C(=O)O)sc2nc3n(c(=O)c12)CCCCC3	22	-26	8	-26
COc1ccc(CCNC(=O)CN(C2CCCCC2)S(C)(=O)=O)cc1	-3	x	15	0
Cc1c(C(=O)OC(C)C)[nH]c2c1C(=O)CC(C)(C)C2	2	7	-7	7
CCOc1cc(C(C#N)N2CCCCC2)ccc1OC (stereo unspecified)	-12	-9	9	-9
COc1ccc(OCC(=O)N2CCN(C(=O)c3cccs3)CC2)cc1	8	18	-2	18
COC(=O)C(NC(C)=O)(Nc1nc(C)cs1)C(F)(F)F (stereo unspecified)	x	x	16	8
CN(C)c1ccnc(-n2cccc2/C=N/OCc2ccccc2)c1C#N	17	13	13	13
CC(C)CN(C(=O)CSc1nncs1)c1c(N)n(CC(C)C)c(=O)[nH]c1=O	10	-17	-3	-17
CC(=O)OCC(=O)Nc1ccc(C(C)=O)cc1	19	-14	2	-14
COc1cc(-c2nnc(-c3cccnc3)o2)cc(OC)c1OC	19	-19	14	-19
COc1ccc(S(=O)(=O)CCC(=O)Nc2c(C)n(C)n(-c3ccccc3)c2=O)cc1	40	-17	-7	-17
Cc1cc2nc(C3CCCN(C(=O)NCc4ccccc4)C3)[nH]c2cc1C (stereo unspecified)	0	5	-12	5
Cc1cc(C)nc(NS(=O)(=O)c2ccc(NC(=S)NC(=O)C(C)C)cc2)n1	0	14	-8	14
CCOC(=O)c1c(NC(=O)Cc2cccs2)sc(C)c1C	15	-7	20	-7
CO/C([O-])=N/c1c[n+](-c2ccc(C)cc2)no1	15	2	9	2
Cc1ccc2nc(C(C)O)[nH]c2c1 (stereo unspecified)	12	5	22	5
O=C(Cc1cccc2ccccc12)N/N=C/c1ccc(Sc2cccc3cccnc23)o1	x	x	-10	15
O=[N+]([O-])c1ccc(C2CNC(c3ccccc3)O2)cc1 (stereo unspecified)	8	3	23	3
O=C(N1CCN=C1SCc1cccnc1)C12CC3CC(CC(C3)C1)C2	2	18	-3	18
CCC(C)[C@H](NC(=O)NCc1cccs1)C(=O)O (stereo partly specified)	11	-8	3	-8
CC(C)CCNC(=O)CSc1nnc(-c2ccc(S(=O)(=O)N3CCCC3)cc2)n1C	11	27	19	27
O=S(=O)(c1ccc(Nc2ccc(-c3ccc4c(c3)OCCO4)nn2)cc1)N1CCCC1	9	9	3	9
CC(Sc1nnc(-c2ccc(C(C)(C)C)cc2)n1C)C(N)=O (stereo unspecified)	x	x	2	13
Cc1ccc2[nH]c(=O)c(C(c3nnnn3C(C)(C)C)N(Cc3ccco3)CC3CCCO3)cc2c1 (stereo unspecified)	14	-19	16	-19
O=C1CCc2cc(S(=O)(=O)N3CCN(c4cccc(Cl)c4)CC3)ccc2N1	-36	-3	-39	-3
CN1CCN(CCCNC(=O)c2cc3c(=O)oc4ccccc4c3s2)CC1	-27	x	2	0
Cc1cc(NC(=O)COc2ncnc3sc(C)c(C)c23)no1	-28	-6	-30	-6
CCn1ncc(C2=NOC(C(=O)NCC(C)C)C2)c1C (stereo unspecified)	21	24	9	24

Ordered by SMILES length (lowest first): part of the list above
SMILES	Yeast eIF2B	Yeast eIF2B mutant toxicity	Yeast growth tox	Yeast growth tox inhibition %
CCn1ncc(C2=NOC(C(=O)NCC(C)C)C2)c1C (stereo unspecified)	21	24	9	24
CC(Sc1nnc(-c2ccc(C(C)(C)C)cc2)n1C)C(N)=O (stereo unspecified)	x	x	2	13
O=C(N1CCN=C1SCc1cccnc1)C12CC3CC(CC(C3)C1)C2	2	18	-3	18
O=C1CCc2cc(S(=O)(=O)N3CCN(c4cccc(Cl)c4)CC3)ccc2N1	-36	-3	-39	-3
CC(C)CCNC(=O)CSc1nnc(-c2ccc(S(=O)(=O)N3CCCC3)cc2)n1C	11	27	19	27
O=S(=O)(c1ccc(Nc2ccc(-c3ccc4c(c3)OCCO4)nn2)cc1)N1CCCC1	9	9	3	9
Cc1ccc2[nH]c(=O)c(C(c3nnnn3C(C)(C)C)N(Cc3ccco3)CC3CCCO3)cc2c1 (stereo unspecified)	14	-19	16	-19
